Myeloid diff 2 – compounds promoting myeloid differentiation; ER-HoxA9 myeloid progenitors, lysozyme-GFP differentiation, flow cytometry; calls only at 10 µM; 360,000 tested, 1% active;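 active = normalized GFP-positive differentiation at or above the plate's own cutoff, the solvent-only control mean plus 3 SD; inconclusive = no clear call, values can overlap the other calls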;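 note: cells exposed to compound for four days before flow analysis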
LYP phosphatase – inhibitors of LYP phosphatase, biochemical, fluorescence intensity, uHTS (AID 1779) | 290,000 tested, 0.054% active | inhibition, % at 11.5 µM, or IC50 in µM where a hit was titrated | recombinant LYP phosphatase, fluorescence intensity; higher % means a stronger effect; in the data active = inhibition above about 50%;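 note: plate controls were vehicle with enzyme for no effect and no enzyme for full effect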
Myeloid diff 2 GFP+ MAC1+ % – recorded beside Myeloid diff 2, whose call it bears; GFP+ MAC1+ double positive, %; measured here: differentiation confirmed by MAC1 staining
Active calls of the source: *; i = inactive; ? = inconclusive; nt = not tested or not shown. These rows are one share of the data, so the mix of outcomes need not match the whole.

SMILES	Myeloid diff 2	Myeloid diff 2 GFP+ MAC1+ %	LYP phosphatase
CCN(C(=O)CSc1nc(N)cc(N)n1)C1CCS(=O)(=O)C1 (configuration not stated)	i	0.6	-7.7%
COCCCNS(=O)(=O)c1ccc2[nH]c3c(c2c1)CCCCC3	i	1.1	-6.7%
CCOc1ccc(N(CC(=O)N2CCN(Cc3ccccc3)CC2)S(C)(=O)=O)cc1	i	0.2	0.0%
CCCCOc1ccc(C(=O)OCC(=O)N2CCOCC2)cc1	i	5.3	-0.7%
COc1cc(CN2CCc3ccc(NC(=O)CCc4ccccc4OC)cc3C2)ccc1O	i	0.7	-7.7%
Cc1ccc(CN2CCN(Cc3ccc4cccc(F)c4n3)CC2CCO)cc1 (configuration not stated)	i	0.6	-7.1%
Cc1cc(C)c(S(=O)(=O)N(C)CC(=O)NCc2cccnc2)c(C)c1	i	0.5	-6.1%
CC1CCC(NC(=O)C2CCN(c3c4c(nc5ncnn35)CCC4)CC2)CC1 (configuration not stated)	i	1.3	-5.0%
Cc1ccn(CCC(=O)N2CCc3ccccc32)n1	i	1.4	-11.3%
Cc1cccc(/C=N/NC(=O)c2ccc3c(c2)OCCO3)c1O	?	nt	-4.1%
COc1ccc(C(=O)N2CCN(C(=O)C3COc4ccccc4O3)CC2)cc1OC (configuration not stated)	i	0.6	-0.4%
CC(C)CC(O)C1CCN(C(=O)CCc2nnc(-c3ccc4c(c3)OCO4)o2)CC1 (configuration not stated)	i	0.0	-6.5%
Cc1c(C(=O)N(C)C(C)c2ccncn2)oc2c(F)cccc12 (configuration not stated)	i	5.3	-6.6%
O=C(c1cnn(-c2cccc(F)c2)c1)c1ccccc1O	i	0.2	-1.8%
CCCN(CCC)Cc1c(C(=O)N/N=C/c2c[nH]c3ccccc23)nnn1-c1nonc1N	i	0.6	-1.7%
O=C(CSc1ccc(-c2cccnc2)nn1)Nc1ccc(Br)cc1	i	3.3	1.6%
CCOc1ccc(N(CC(=O)Nc2ccccc2F)S(=O)(=O)c2c(C)[nH]c(=O)[nH]c2=O)cc1	i	1.6	1.5%
CCOc1ccc(CCNC(=O)CS(=O)(=O)Cc2nc(-c3ccccc3F)oc2C)cc1	i	2.6	-4.4%
O=C(c1ccc2c(c1)OCO2)C1CCCN(Cc2c(F)ccc(F)c2F)C1 (configuration not stated)	i	2.1	-2.6%
O=C(Cc1ccccc1F)NCC(=O)Nc1ccccc1Br	i	2.0	-5.5%
CCC1(C)CC(=O)N(c2ccc(F)c(Cl)c2)C(=O)C1	i	0.7	-5.5%
COc1ccc(N(CC(=O)Nc2ccccc2OC)S(=O)(=O)c2ccc(OC)c(OC)c2)cc1	i	0.3	-10.9%
Cc1ccnc(NC(=O)c2ccccc2NC(=O)c2ccccc2)c1	i	0.5	-8.1%
CCC1Sc2ccc(S(=O)(=O)CCC(=O)NCc3cccs3)cc2NC1=O (configuration not stated)	i	0.0	-10.5%
O=C(Nc1cccc(NC(=O)c2ccc(Cl)cc2)n1)c1ccc(Cl)cc1	i	0.5	-8.2%

Some of the entries so far, field by field:
COc1ccc(N(CC(=O)Nc2ccccc2OC)S(=O)(=O)c2ccc(OC)c(OC)c2)cc1
  Myeloid diff 2 = i
  Myeloid diff 2 GFP+ MAC1+ % = 0.3
  LYP phosphatase = -10.9%

O=C(c1ccc2c(c1)OCO2)C1CCCN(Cc2c(F)ccc(F)c2F)C1 (configuration not stated)
  Myeloid diff 2 = i
  Myeloid diff 2 GFP+ MAC1+ % = 2.1
  LYP phosphatase = -2.6%

CCN(C(=O)CSc1nc(N)cc(N)n1)C1CCS(=O)(=O)C1 (configuration not stated)
  Myeloid diff 2 = i
  Myeloid diff 2 GFP+ MAC1+ % = 0.6
  LYP phosphatase = -7.7%

Cc1ccnc(NC(=O)c2ccccc2NC(=O)c2ccccc2)c1
  Myeloid diff 2 = i
  Myeloid diff 2 GFP+ MAC1+ % = 0.5
  LYP phosphatase = -8.1%

3 entries from above, sorted by their value in Myeloid diff 2 GFP+ MAC1+ %, ascending:
Structure,Myeloid diff 2 GFP+ MAC1+ %
Cc1ccnc(NC(=O)c2ccccc2NC(=O)c2ccccc2)c1,0.5
CCOc1ccc(N(CC(=O)Nc2ccccc2F)S(=O)(=O)c2c(C)[nH]c(=O)[nH]c2=O)cc1,1.6
CCOc1ccc(CCNC(=O)CS(=O)(=O)Cc2nc(-c3ccccc3F)oc2C)cc1,2.6

Continued:
SMILES	Myeloid diff 2	Myeloid diff 2 GFP+ MAC1+ %	LYP phosphatase
COC(=O)c1c(C)[nH]c(C(=O)NCCc2ccc(S(N)(=O)=O)cc2)c1C	i	0.5	-10.8%
CCN(c1ccccc1)S(=O)(=O)c1cc2c(cc1C)n(C)c(=O)c(=O)n2C	i	2.8	-7.4%
COc1ccc(NC2CCCN(C(=O)c3oc(C)cc3C)C2)cc1OC (configuration not stated)	i	1.3	-6.9%
O=C(Cn1c(=O)oc2ccccc21)Nc1ccc(Cl)cc1Cl	i	0.2	-7.1%
COc1ccc(CNC(=O)COc2cccnc2[N+](=O)[O-])cc1OC	i	0.9	-4.6%
COc1cccc(C(=O)COc2ccc3c(C)cc(=O)oc3c2)c1	i	2.5	-3.2%
Cc1nnsc1C(=O)Nc1ccc(S(=O)(=O)N2CCC(C)CC2)cc1	i	0.0	-3.6%
Cc1ccc(S(=O)(=O)NC(=O)COc2ccc([N+](=O)[O-])cc2)cc1	i	0.2	-4.8%
CCOc1ncccc1C(=O)NCCCSc1ccccc1	i	0.8	-8.3%
O=C(O)c1c2c(nc3ccccc13)/C(=C/c1ccccc1[N+](=O)[O-])CCC2	i	1.6	-0.9%
COc1cc(C2/C(=C(\O)c3ccc4c(c3)OCCO4)C(=O)C(=O)N2Cc2ccco2)cc(OC)c1OC (configuration not stated)	?	nt	-3.8%
CCC(C)N(C(=O)COC(=O)c1ccccc1SCC(=O)N1CCCC1)C1CCS(=O)(=O)C1 (configuration not stated)	i	9.5	-7.2%
O=C(Nc1ccc([N+](=O)[O-])cc1)N1CCN(C(=O)C2CCCO2)CC1 (configuration not stated)	i	1.2	-8.5%
O=C(NN1CCOCC1)c1ccc(F)cc1	i	3.2	-5.2%
COc1ccc(/C=C/c2n[nH]c(=O)c(C#N)c2C)cc1	i	4.0	-9.8%
O=C(c1ccc(N2CCN(C(=O)c3ccc(F)c(F)c3)CC2)cc1)c1cccc(F)c1	i	2.3	1.0%
O=C(O)Cn1nnc(COc2ccccc2)n1	i	0.6	-5.3%
COc1ccccc1NC(=O)c1cc[n+]([O-])cc1	i	0.4	-6.5%
CC(C)Oc1ccc(OCCSc2nc3ccccc3n2CC(=O)O)cc1	i	0.7	-9.2%
Cc1nc(N2CCN(c3ccccn3)CC2)c2c(C)c(C(=O)Nc3ccc(F)c(Cl)c3)sc2n1	i	3.6	-0.4%
CCOc1ccccc1NC(=O)COC(=O)Cc1cccs1	i	0.4	-10.5%
COc1ccc(NC(=O)CN(C)CCOc2ccc(Cl)cc2)cc1OC	i	0.1	-6.7%
CN(C)S(=O)(=O)c1ccc(C(=O)Nc2cc3c(cc2C(=O)O)OCCCO3)cc1	i	0.8	-6.6%
[O-]/[N+](=C/c1ccco1)c1ccccc1	i	0.0	-9.3%
CCn1nc(NC(=O)COC)c2cc3cccc(C)c3nc21	i	0.9	-3.9%
SMILES	Myeloid diff 2	Myeloid diff 2 GFP+ MAC1+ %	LYP phosphatase
COc1cccc(C2/C(=C(\O)c3ccc4c(c3)OCCO4)C(=O)C(=O)N2CCCn2ccnc2)c1 (configuration not stated)	i	1.4	-4.9%
CCN(CC)CCN(C(=O)c1ccc2c(c1)OCCO2)c1nc2c(Cl)cccc2s1	i	0.9	-6.0%
CCOC(=O)c1sc2c(c1C)c(=O)n(Cc1ccccc1)c(=O)n2CCN(C)C	i	0.2	-5.7%
COc1ccc(OCC(=O)N(Cc2ccc(C)o2)C2CCS(=O)(=O)C2)cc1 (configuration not stated)	i	3.4	-3.5%
Cc1cc(NS(C)(=O)=O)c(=O)n(Cc2c(F)cccc2Cl)c1	i	1.7	-13.3%
NC(=O)c1ccccc1OCc1nc2ccccc2s1	i	0.0	-7.8%
CC(=O)c1ccc(NC(=O)Nc2cccnc2)cc1	i	0.6	-6.2%
COc1ccc(OC)c(C2C(C#N)=C(N)N(N(C)C)C3=C2C(=O)CCC3)c1 (configuration not stated)	i	0.2	-2.6%
CC(C)(C)OC(=O)[C@H](Cc1ccccc1)NC(=O)c1nc[nH]c1C(=O)N1CCc2ccccc2C1	i	0.8	-6.8%
CC1C(=O)C(C)C(c2ccc(O)cc2)NC1c1ccc(O)cc1 (configuration not stated)	i	0.2	-1.7%
CC1CCCN(CCCNS(=O)(=O)c2cc(Br)cc3c2N(C(=O)C2CC2)CC3)C1 (configuration not stated)	i	0.5	-5.6%
CCN1C(=O)N(c2ccc(C(C)=O)cc2)S(=O)(=O)c2ccccc21	i	0.3	-7.4%
CC1CCCC(N2CCN(S(=O)(=O)c3ccccc3)CC2)C1 (configuration not stated)	i	0.5	-9.4%
CC(C)CNS(=O)(=O)c1ccc(CCC(=O)NCCc2ccccc2)cc1	i	0.6	-5.5%
Cc1cccc(NC(=O)c2ccc3nccnc3c2)n1	i	0.5	-6.7%
COc1ccc(CNC(=O)[C@@H]2CCCN2C(=O)[C@@H]2Cc3ccccc3CN2C(=O)OC(C)(C)C)cc1	i	1.2	-12.5%
CN1C(=O)c2ccc(NC(=O)c3cccc4ccccc34)cc2C1=O	i	0.3	-8.0%
O=C(NCCN1CCOCC1)c1cc(-c2ccc(Cl)cc2Cl)on1	i	3.8	-8.9%
CCC(=O)NCCc1nc2cc(NC(=O)COc3ccccc3)ccc2n1C	i	0.7	-9.0%
CNC(=O)c1c[nH]c2ccc(S(=O)(=O)Nc3cccc(SC)c3)cc2c1=O	i	0.0	-9.0%
COCC1CCN(C(=O)CCc2nnc(C3(c4ccc(Cl)cc4)CCC3)o2)CC1	i	9.0	-8.1%
O=C(COC(=O)c1cccc([N+](=O)[O-])c1)NC1CCCC1	i	0.9	-7.8%
CCc1ccc(N(C(=O)CNC(=O)c2ccco2)C(C(=O)NC2CCCC2)c2cccnc2)cc1 (configuration not stated)	i	1.2	-2.6%
CC(NC(=O)C1CCC(CNS(=O)(=O)c2ccc3c(c2)C(C)(C)C(=O)N3C)CC1)c1ccccc1 (configuration not stated)	i	1.8	-9.5%
COCC(=O)Nc1cc(C)cn(Cc2ccc(F)cc2)c1=O	i	0.5	-4.3%
SMILES	Myeloid diff 2	Myeloid diff 2 GFP+ MAC1+ %	LYP phosphatase
O=[N+]([O-])c1cc([N+](=O)[O-])c(Oc2c(Cl)cccc2Cl)cc1NN1CCCCC1	i	1.6	2.9%
N#Cc1cccc(NC(=O)CNC(=O)Cc2ccccc2)c1	i	1.5	-4.6%
Cc1c(NC(=O)Nc2cccc(C#N)c2)c(=O)n(-c2ccccc2)n1C	i	0.7	-2.8%
COc1ccc(CC(=O)Nc2nc(-c3ccccc3)c(C(C)=O)s2)cc1OC	i	1.5	-1.0%
N#C/C(=C\c1c(N2CCCCCC2)nc2ccccn2c1=O)C(N)=O	i	0.4	-2.6%
COc1ccccc1N=Nc1c(C)[nH]n(-c2ccccc2)c1=O	i	0.6	-7.1%
C(=N\Nc1cc(N2CCCCC2)ncn1)/c1ccco1	i	0.1	-2.1%
CCCCCCCOc1ccc(C(=O)Nc2cccnc2)cc1	i	1.2	-5.5%
CCCc1cc(=O)n2[nH]c(C)c(-c3ccc(OC)cc3)c2n1	i	0.3	-5.6%
CN1C2CCC1CC(NC(=O)c1cccc(C(F)(F)F)c1)C2 (configuration not stated)	i	0.6	-8.3%
CCOc1c(C)cnc2c1c(=O)n(Cc1ccccc1Cl)c(=O)n2C	i	0.7	-11.5%
COc1ccccc1OCCNC(=O)c1c(-c2ccccc2Cl)noc1C	i	0.7	-7.2%
CCOCCC(=O)Nc1nnc(CCc2ccccc2)s1	i	0.5	-10.5%
Cc1oncc1C(=O)Nc1ccc2ccccc2c1	i	2.2	-8.9%
Cn1c(=O)c2c(nc(N3CCCCC3)n2CC(O)COc2ccccc2)n(C)c1=O (configuration not stated)	i	0.4	-7.1%
CCc1ccc(CNC(=O)C2CCCN(c3nn4c(=O)cc(C)nc4s3)C2)cc1 (configuration not stated)	i	3.0	-13.2%
O=C(CN1CCOCC1)Nc1ccc(NC(=O)c2ccccc2F)cc1	i	0.2	-11.6%
COCCn1c(SCC(=O)Nc2cc(C)on2)nnc1C(C)C	i	0.8	-1.1%
CCOC(=O)N1CCN(C(=O)C2CCCN(S(=O)(=O)c3ccc(OCC)cc3)C2)CC1 (configuration not stated)	i	0.6	-8.3%
CSc1cccc(NC(=O)C2CCN(S(=O)(=O)c3cnc[nH]3)CC2)c1	i	2.3	-0.5%
Cc1ccc(-n2nc3c(=O)n(CC(=O)NCCC4=CCCCC4)nc(C)c3c2C)cc1	?	nt	-13.1%
Cc1ccc(OCC(=O)NCCCNC(=O)c2ccc(C)nc2)cc1	i	1.0	-5.2%
CCOc1ccc(N2CC(C(=O)N3CCN(C(=O)c4ccco4)CC3)CC2=O)cc1 (configuration not stated)	i	1.3	-6.3%
CCCc1ccc2oc(C(=O)N3CCC(COC)C3)c(C)c2c1 (configuration not stated)	i	0.3	-6.1%
CC(NC(=O)C1CCN(C(=O)[C@@H]2Cc3ccccc3CN2C(=O)OC(C)(C)C)CC1)c1ccccc1 (some centres not stated)	i	1.0	-2.9%
O=C(CCn1c(=O)oc2ccccc21)Nc1cccc([N+](=O)[O-])c1	i	1.5	-5.7%
CC1=C(C(=O)OCc2ccccc2)C(c2cccc(Cl)c2Cl)NC(=O)N1CCCCCC(=O)O (configuration not stated)	i	0.7	-9.1%
Cc1onc(-c2ccccc2)c1C(=O)NC(=S)NNC(=O)c1cc(-c2ccc(F)cc2)n[nH]1	i	0.4	6.3%
O=C(NCc1ccccc1)C(c1ccccc1)N(C(=O)c1csnn1)C1CCCC1 (configuration not stated)	i	0.5	-5.3%
CCCN(CC(=O)Nc1cc(Cl)ccc1Cl)C(=O)CN1C(=O)C2CCCCC2C1=O (configuration not stated)	i	0.6	-6.9%

Source: PubChem BioAssay
